# SENP8 block = inhibitors of human SENP8 protease; purified SENP8, Z-RLRGG-aminoluciferin cleavage, luminescence; Q96LD8; inhibition, % at 10 µM; hit rate 1.2% among 330,000
# Target sequence (Q96LD8 whole entry, looked up): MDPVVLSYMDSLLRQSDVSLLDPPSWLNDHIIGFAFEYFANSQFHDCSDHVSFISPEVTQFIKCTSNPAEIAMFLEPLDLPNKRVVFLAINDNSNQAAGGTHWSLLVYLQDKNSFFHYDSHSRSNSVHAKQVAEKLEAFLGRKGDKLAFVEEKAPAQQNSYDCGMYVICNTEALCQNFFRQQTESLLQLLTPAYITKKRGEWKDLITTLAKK
# Apaf-1 inh = inhibitors of human Apaf-1 apoptosome; reconstituted apoptosome caspase-3 activity, DEVD-Rh110 fluorescence; inhibition, % at 20 µM; hit rate 0.71% among 330,000; AID 489030; active means inhibition of at least 40% at 20 µM;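 further: plate controls were DMSO wells for no effect and DEVD-CHO caspase inhibitor wells for full effect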
#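 Material: cell-free apoptosome with Apaf-1, procaspase-3 and caspase-9; Buffer or medium: Hepes pH 7.5 with detergent and BSA; Reagent: cytochrome c trigger plus (Z-DEVD)2-Rh110 caspase-3 substrate; Times: compound with Apaf-1, dATP, procaspase-3 30 min, then 50 min reaction, room temperature; Technique: Rh110 fluorescence intensity.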
# UBC13 polyUb = inhibitors of human UBC13 polyubiquitin chain formation; TR-FRET; AID 485273; P61088; hit rate 0.47% among 330,000; inhibition, % at 20 µM; in the data active means inhibition above about 45%, passing the limit was not always enough
# Target sequence (P61088 whole entry, looked up): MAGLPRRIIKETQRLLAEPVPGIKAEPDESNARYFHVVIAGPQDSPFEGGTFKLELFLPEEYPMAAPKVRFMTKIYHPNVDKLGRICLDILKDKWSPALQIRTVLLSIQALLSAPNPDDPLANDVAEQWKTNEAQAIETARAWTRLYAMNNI
# CCR6 antagonist = antagonists of human CCR6 receptor | AID 493098 | P51684 | CHO-K1 CCR6 PathHunter beta-arrestin, luminescence, CCL20-stimulated | inhibition, % at 20 µM | hit rate 0.49% among 340,000;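 active means compounds whose inhibition of the agonist-driven luminescence signal at 20 µM reaches about 50%, limit read from the data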;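 further: cells stimulated with CCL20 at 14 nM final; plate controls were DMSO with CCL20 for no effect and DMSO without agonist for full effect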
# Target sequence (P51684 whole entry, looked up): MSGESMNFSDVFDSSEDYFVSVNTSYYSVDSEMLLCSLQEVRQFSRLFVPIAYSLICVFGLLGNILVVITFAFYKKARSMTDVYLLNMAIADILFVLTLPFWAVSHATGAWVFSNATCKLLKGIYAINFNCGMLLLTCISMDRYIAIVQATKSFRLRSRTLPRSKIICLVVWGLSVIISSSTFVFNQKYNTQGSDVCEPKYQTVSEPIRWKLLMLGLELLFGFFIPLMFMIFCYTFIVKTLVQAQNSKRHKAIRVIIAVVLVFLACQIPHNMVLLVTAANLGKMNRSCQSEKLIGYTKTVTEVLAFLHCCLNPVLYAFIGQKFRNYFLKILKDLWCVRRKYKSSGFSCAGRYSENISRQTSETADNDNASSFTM
# EBI2 antag = EBI2 (human) antagonism; P32249; EBI2 beta-arrestin recruitment, luminescence, 7a,25-OHC stimulated; inhibition, % at 5 µM; hit rate 0.81% among 360,000; AID 651636; in the data active means inhibition above about 38%;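 further: enzyme fragment complementation signal reports receptor beta-arrestin coupling in cells; 0% = agonist plus DMSO wells and 100% = wells without agonist; some results beyond the cut were filed as inactive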
# 697 NFkB inh = lowers PMA/ionomycin-induced NF-kB signal in 697 B cells; 697 B-cell NF-kB luciferase reporter, 16 h; inhibition, % at 4 µM; hit rate 0.33% among 330,000; AID 435022; in the data active means inhibition above about 35%
# Jurkat NFkB inh = lowers PMA/ionomycin-induced NF-kB signal in Jurkat cells | PMA/ionomycin-induced NF-kB luciferase reporter, luminescence | inhibition, % at 4 µM | hit rate 0.53% among 330,000 | AID 435003
# Gli-Sufu antag = Gli-Sufu pathway antagonism; AID 588413; Sufu-KO-LIGHT fibroblasts, Gli luciferase reporter luminescence; inhibition, % at 5 µM; hit rate 0.74% among 340,000;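 active means inhibition above about 55%, limit read from the data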;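 further: 0% = DMSO-treated cells and 100% = wells with medium but no cells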
# Active calls of the source: *; · = not tested or not shown. Unless noted, no stated cut-off is given here; in the data, active means inhibition above about 50%; inactive means the rest. A portion of the library (hit frequency here may not be typical).
SMILES,SENP8 block,Apaf-1 inh,UBC13 polyUb,CCR6 antagonist,EBI2 antag,697 NFkB inh,Jurkat NFkB inh,Gli-Sufu antag
COc1cc2c(cc1OC)C(C)N(C(=O)[C@@H](NC(=O)c1ccccc1)C(C)C)CC2 (some centres undefined),4,1,4,2,-5,8,-1,23
Cc1ccc(NC2CCCN(C(=O)CCC(=O)c3ccccc3)C2)cc1C (centres undefined),8,22,-9,11,-4,-8,9,-19
COc1cccc(/C=N/NC(=O)c2[nH]c(C)c(C(=O)N/N=C/c3cccc(OC)c3O)c2C)c1O,13,15,-6,16,3,-29,25,-5
C=CC(=O)NC(C)(C)Cc1ccccc1,-12,-4,-1,13,-5,-18,-9,4
Cn1c(=O)c2c(nc(NCc3ccc4c(c3)OCO4)n2Cc2ccccc2)n(C)c1=O,1,-2,2,-4,0,2,10,64*
CCN1C(=O)[C@H]2[C@@H](c3ccc(-c4ccc(F)cc4)c(OC)c3)N3CCCC[C@@]3(C(=O)OC)[C@H]2C1=O,7,26,3,12,14,1,-4,-14
CCOC(=O)c1ccc(NC(=O)CC2C(=O)N(c3ccccc3)C(=O)N2CCCOC)cc1 (centres undefined),4,-3,11,12,-11,13,3,8
COc1ccccc1-c1n[nH]c2c1[C@H](C)CC[C@H]2C(C)C,-3,27,17,-2,8,-8,-4,-9
O=C(COc1ccccc1C(=O)c1cnn(-c2ccccc2)c1)Nc1ccccc1,-12,26,-4,13,1,-39,-42,-46
C#CCOCCOCCOCCNc1nc(N2CCN(C(=O)[C@H](CCCCN)n3cc(C(N)CO)nn3)CC2)nc(N2CCN(C(=O)[C@H](CCC(=O)O)n3cc(C(N)CC(C)C)nn3)CC2)n1 (some centres undefined),0,15,-6,·,·,7,-6,·
Cc1ccc2oc(=O)c3cnn(CC(=O)N4CCCCCC4)c3c2c1,8,-3,2,-12,58*,8,7,6
COc1ccccc1N(C)S(=O)(=O)c1ccc(C(=O)O)cc1,-2,-4,-2,-12,6,7,-15,-42
COc1ccc(NCC(O)COc2ccc(C(C)(C)C)cc2)cc1 (centres undefined),3,10,3,-3,70*,6,5,2
COc1ccc(N2CCCC2=N)c(OC)c1,-6,17,-9,-5,8,-15,-6,0
O=C(CSc1nc2ccccc2nc1N1CCCCC1)Nc1ccc(F)cc1,-8,16,15,15,6,6,2,-2
O=C(Nc1ccccc1C(=O)NCCc1ccccc1)c1ccco1,3,5,-1,3,7,-10,-26,-28
Cc1cc(C)c(S(=O)(=O)Nc2ccc(C(N)=O)cc2)c(C)c1,-5,1,-1,3,14,8,-5,0
Cc1[nH]c(=O)[nH]c(=O)c1S(=O)(=O)Nc1ccc(F)c([N+](=O)[O-])c1,-1,-6,3,11,1,-13,1,7
Cc1ccc(C)c(N2CCN(CCCNC(=O)Cn3cc4c(n3)CCC(C)C4)CC2)c1 (centres undefined),-9,13,17,11,-5,-4,1,4
O=C(/C=C/c1ccc(F)cc1)NCC1(c2ccccc2)CCOCC1,9,3,-11,-4,2,-11,1,-2
Cc1cccc2nc(CSc3nnc(N)s3)cn12,-4,-2,4,5,-1,-12,-6,-18
CC(C)C[C@H](NC(=O)c1nc[nH]c1C(=O)NCc1ccc(CNC(=O)OC(C)(C)C)cc1)C(=O)OCc1ccccc1,-4,21,-46,13,1,-13,-24,-8
Cn1c(-c2ccsc2)c(-c2cccs2)c2cc(Br)ccc21,-12,15,-13,18,5,0,-6,-10
Cc1ccccc1OCc1nnc2n1CC(C)S2 (centres undefined),-10,-26,-7,11,-2,9,0,-27
Cc1coc2cc3oc(=O)c(CCC(=O)N4C[C@H]5C[C@@H](C4)c4cccc(=O)n4C5)c(C)c3cc12,-11,-3,12,-1,-9,-13,-3,-2
# (listing goes on)
SMILES,SENP8 block,Apaf-1 inh,UBC13 polyUb,CCR6 antagonist,EBI2 antag,697 NFkB inh,Jurkat NFkB inh,Gli-Sufu antag
CN(CC(=O)Nc1cccc(F)c1)C(=O)c1ccccc1-n1cnnn1,-11,16,6,1,-1,-3,4,-1
COc1cccc(-n2cc(CNC(=O)C3CCC(=O)N(C4CC4)C3)cn2)c1 (centres undefined),4,-2,5,-2,-9,2,11,-2
CCC1=C(OC(=O)N(CC)CC)N2C(=O)OC(=NCC(=O)OC)[C@]2(C)[C@H]2C1=CC[C@H]1C(=O)NC(=O)[C@H]12,4,-3,30,-9,6,17,9,-16
CCN1C(=O)[C@@H]2[C@H](C1=O)[C@@H]1CC(C(=O)OC)=C[C@@H](C(=O)OC)C3C1=C(C(=O)C3(CC)CC)[C@@H]2C (some centres undefined),1,-4,4,1,·,6,0,12
COc1ccc(S(=O)(=O)N2CCCC(C(=O)NCc3ccco3)C2)cc1Cl (centres undefined),-9,-15,4,0,-8,13,0,-1
COc1cc(CNCc2ccncc2)cc(OC)c1OC,-7,-2,-1,-5,-3,-1,7,-2
O=C(OC(C(=O)c1c[nH]c2ccccc12)c1ccccc1)c1cnccn1 (centres undefined),2,9,8,-7,-2,9,5,-5
CCC(C)NC(=O)c1cc(Sc2nnc(C)s2)nc2ccccc12 (centres undefined),-4,10,-3,·,·,15,-9,·
CCOC(=O)C1=NN(c2cccc(C)c2)C2(S1)SC(C(C)=O)=C(C)N2c1ccccc1 (centres undefined),-16,31,-17,21,31,-2,-9,3
CCC(C)NC(=O)c1cc(C)no1 (centres undefined),-4,-1,9,-10,1,8,-16,2
C=C(C)COc1ccc(-c2n[nH]c(C)c2-c2ccc(OC)cc2)c(O)c1,-13,21,6,15,11,5,17,10
CCOC(=O)C1=NN(C(=O)c2cccc(Br)c2)C(O)(C(C)(C)C)C1 (centres undefined),0,-5,-4,·,·,3,18,·
Cn1ccnc1SCc1cn2cc(Br)ccc2n1,-8,5,3,-2,-9,-98,-82,5
Cc1ccc(Cn2c(NS(=O)(=O)c3ccccc3)nc3ccccc32)cc1,-1,13,9,10,-9,-4,-6,12
O=C(Nc1nccs1)c1ncc(Cl)c(Cl)c1Cl,7,7,-8,-9,-10,1,-8,-1
CCOc1ccc(S(=O)(=O)Nc2cccc(C(=O)N3CCN(c4ccc(OC)cc4)CC3)c2)cc1,-9,14,-12,-18,-8,-23,-15,-2
Cc1nc2c([N+](=O)[O-])c(C)c(C)cc2[nH]1,5,3,-1,9,-10,14,-11,-3
CCn1nc(C(=O)OCC(=O)N2CCc3ccccc32)c2ccccc2c1=O,5,12,1,5,1,-9,5,3
O=C(O)c1nn(Cc2csc(-c3ccccc3)n2)c(=O)c2ccccc12,-4,17,3,6,-5,-4,-3,-13
CC1CC(=O)c2cnc(N)nc2C1 (centres undefined),4,-11,5,5,-7,13,0,-4
CN(C(=O)COc1cccc(Br)c1)C1CCS(=O)(=O)C1 (centres undefined),6,-27,5,-5,-2,8,-14,-6
O=C(COc1ccccc1)N(Cc1cc2ccccc2[nH]c1=O)CC1CCCO1 (centres undefined),-3,14,-5,2,3,-19,2,9
O=C(Nc1cccc(S(=O)(=O)N2CCCCC2)c1)C1CC(=O)N(Cc2ccco2)C1 (centres undefined),0,-8,5,10,-7,14,-4,-12
O=C(NCCOc1ccccc1Cl)C(=O)Nc1ccccc1,-6,-10,0,-15,7,-3,-9,-26
COCCNC(=O)[C@@]1(Cc2ccccc2)C=C[C@@H](C)N1C(C)=O,6,-4,4,-6,6,-5,0,-10

# Limited to EBI2 antag, for seven of the compounds above:
Structure	EBI2 antag
O=C(COc1ccccc1)N(Cc1cc2ccccc2[nH]c1=O)CC1CCCO1 (centres undefined)	3
Cn1ccnc1SCc1cn2cc(Br)ccc2n1	-9
CN(CC(=O)Nc1cccc(F)c1)C(=O)c1ccccc1-n1cnnn1	-1
Cc1nc2c([N+](=O)[O-])c(C)c(C)cc2[nH]1	-10
COc1cc(CNCc2ccncc2)cc(OC)c1OC	-3
CCn1nc(C(=O)OCC(=O)N2CCc3ccccc32)c2ccccc2c1=O	1
O=C(OC(C(=O)c1c[nH]c2ccccc12)c1ccccc1)c1cnccn1 (centres undefined)	-2

# Carrying on.
SMILES,SENP8 block,Apaf-1 inh,UBC13 polyUb,CCR6 antagonist,EBI2 antag,697 NFkB inh,Jurkat NFkB inh,Gli-Sufu antag
C/C(=N/Nc1ccnc2cc(Cl)ccc12)c1ccc(N)cc1,-4,36,-2,11,11,-20,-1,3
Cn1nnnc1SCC(=O)N1CCN(S(=O)(=O)c2ccc(Cl)cc2)CC1,0,-7,-2,17,-12,-36,-27,-2
Cc1nc2ccc(NC(=O)N3CCOCC3)cc2nc1C,5,-2,-1,-4,7,11,9,-7
O=C(CSc1ccc(-c2ccncc2)nn1)c1ccc(Cl)cc1,-9,-6,-8,-9,1,-24,4,3
CCN(CC)CCCN(C(=O)c1ccc(OC)cc1)c1nc(-c2ccc(OC)cc2)cs1,-12,8,14,15,14,-42,-30,36
COc1ccc(NC(=O)COn2nnc3ccc(Cl)cc32)cc1OC,-9,-5,5,-5,0,14,20,5
COc1ccc2sc(-c3ccc(N(C)C)cc3)c(C#Cc3cncn3C)c2c1,0,31,35,-64,0,-25,11,2
CCCNC(=O)c1onc(CSc2cccc(OC)c2)c1C(=O)NCCC,-8,13,-8,9,3,-18,15,30
O=C(CCc1ccccc1)NNC(=O)Nc1ccccc1,5,-4,6,5,-3,7,15,5
Cc1ccc(CN2CCC(C(=O)Nc3ccc(Oc4cccnc4)cc3)CC2)cc1,6,-2,-6,12,7,-7,29,34
O=C(OCCN1CCOCC1)c1ccc(Cl)cc1Cl,4,0,-1,3,-3,-4,-8,-2
COCCN1C(=O)C(O)=C(C(C)=O)C1c1ccc(F)cc1 (centres undefined),-4,1,-1,-22,-3,20,19,-1

# One compound at a time, from the list above. Order of screens: SENP8 block	Apaf-1 inh	UBC13 polyUb	CCR6 antagonist	EBI2 antag	697 NFkB inh	Jurkat NFkB inh	Gli-Sufu antag
# COc1ccc2sc(-c3ccc(N(C)C)cc3)c(C#Cc3cncn3C)c2c1 in the list: 0	31	35	-64	0	-25	11	2
# CCN(CC)CCCN(C(=O)c1ccc(OC)cc1)c1nc(-c2ccc(OC)cc2)cs1 in the list: -12	8	14	15	14	-42	-30	36
# O=C(CSc1ccc(-c2ccncc2)nn1)c1ccc(Cl)cc1 in the list: -9	-6	-8	-9	1	-24	4	3
# O=C(OCCN1CCOCC1)c1ccc(Cl)cc1Cl in the list: 4	0	-1	3	-3	-4	-8	-2
# Cc1nc2ccc(NC(=O)N3CCOCC3)cc2nc1C in the list: 5	-2	-1	-4	7	11	9	-7

# Source: PubChem
